Screening results as filed in PubChem.
aSyn rescue: inhibitors of alpha-synuclein toxicity in yeast. Yeast expressing alpha-synuclein, growth rescue, BacTiter-Glo, 24 h. AID 652106. 0.14% of 370,000 active. Potency, µM (top dose mostly 46.1 µM), for inactives: at the highest dose growth rescue (activation), hits mostly activators; further: potency means the concentration at half of the fitted maximal effect; % of control where 0% means no effect; nearly all actives have a fitted effect of over 65% in size
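Rescue of yeast growth: cells expressing toxic alpha-synuclein, induced in galactose at OD600 0.02, incubated with compound 24 h at 30 C. ATP luminescence quantified growth; inhibitors of toxicity appear as activators.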
EPAC2 antag: EPAC2 (human) antagonism; EPAC2 GEF exchange of Rap1B-BODIPY-GDP, fluorescence; Q8WZA2; Potency, µM (top dose mostly 114 µM), for inactives: at the highest dose activity, negative = inhibition, usual class: inhibitors; 0.18% of 360,000 active; further: potency means the concentration at half of the fitted maximal effect; on the % scale 0 is the no-effect control and ±100 the full control effect; nearly all actives have a fitted effect of over 45% in size; many of its hits are not listed in these tables
Target sequence (Q8WZA2 whole entry, looked up): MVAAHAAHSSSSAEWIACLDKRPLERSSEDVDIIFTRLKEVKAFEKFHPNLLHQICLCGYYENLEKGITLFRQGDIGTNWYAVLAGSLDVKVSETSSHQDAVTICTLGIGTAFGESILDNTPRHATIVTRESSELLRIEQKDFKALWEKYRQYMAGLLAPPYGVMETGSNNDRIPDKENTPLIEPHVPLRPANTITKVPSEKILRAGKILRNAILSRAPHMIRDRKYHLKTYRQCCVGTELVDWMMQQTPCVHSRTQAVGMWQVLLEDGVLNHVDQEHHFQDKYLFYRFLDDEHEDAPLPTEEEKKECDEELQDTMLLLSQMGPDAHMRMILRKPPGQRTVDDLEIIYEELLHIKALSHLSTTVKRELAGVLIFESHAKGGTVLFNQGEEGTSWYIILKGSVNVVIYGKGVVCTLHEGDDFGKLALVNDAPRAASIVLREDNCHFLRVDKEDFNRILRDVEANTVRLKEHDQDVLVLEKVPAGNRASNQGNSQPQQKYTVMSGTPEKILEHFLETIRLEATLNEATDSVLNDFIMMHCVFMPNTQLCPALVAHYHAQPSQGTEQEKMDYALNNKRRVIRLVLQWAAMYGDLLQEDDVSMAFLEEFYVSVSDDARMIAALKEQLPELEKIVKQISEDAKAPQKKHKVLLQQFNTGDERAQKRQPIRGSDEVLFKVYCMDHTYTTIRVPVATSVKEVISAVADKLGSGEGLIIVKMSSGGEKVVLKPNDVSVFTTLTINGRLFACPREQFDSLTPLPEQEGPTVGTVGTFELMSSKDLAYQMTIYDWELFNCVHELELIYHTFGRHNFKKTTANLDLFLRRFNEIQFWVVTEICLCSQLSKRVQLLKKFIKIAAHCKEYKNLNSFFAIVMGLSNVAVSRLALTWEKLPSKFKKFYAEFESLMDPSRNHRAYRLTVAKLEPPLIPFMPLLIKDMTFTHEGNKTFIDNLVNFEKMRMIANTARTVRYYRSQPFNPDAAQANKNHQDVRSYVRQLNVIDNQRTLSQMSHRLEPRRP
EPAC2 ag: activates human EPAC2 exchange factor. Q8WZA2. EPAC2 activation, biochemical qHTS; response scale: 100% = 6.5 mM cAMP response. Potency, µM (highest dose often 154 µM), for inactives: at the highest dose activation, most hits filed as activators. 0.079% of 360,000 active; further: potency means the concentration at half of the fitted maximal effect; nearly all actives have a fitted effect of over 50% in size
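Compounds were added across a concentration range to EPAC2 (100 nM), RAP1B-BODIPY-GDP (250 nM) and GDP (50 uM). After 5 min at room temperature, fluorescence was recorded at 5-min intervals for 30 min.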
TDP43 rescue: rescues yeast growth from TDP-43 toxicity; TDP-43 expressing yeast growth rescue, BacTiter-Glo, 24 h; 1.8% of 410,000 active; Potency, µM (series often up to 46.1 µM), without a hit: at the highest dose growth rescue (activation), usual class: activators; AID 652104; further: potency means the concentration at half of the fitted maximal effect; % of control where 0% means no effect; nearly all actives have a fitted effect of over 50% in size
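Yeast cells expressing TDP-43 under galactose induction are exposed to compounds for 24 hr at 30 deg C. BacTiter-Glo luminescence measures growth, so protective compounds score as activators.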
Abeta yeast res: A-beta toxicity reversal in yeast; yeast expressing A-beta42, growth rescue, OD600, 48 h; response scale: 0% DMSO, 100% iron-clioquinol control; Potency, µM (series often up to 46.1 µM), for inactives: at the top dose growth rescue, usual class: activators; 0.063% of 410,000 active; AID 1347071; further: potency means the concentration at half of the fitted maximal effect; nearly all actives have a fitted effect of over 55% in size
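Yeast growth medium received pinned compounds, then yeast cells expressing toxic A-beta were added; plates incubated at 30 C for 48 hr. Growth read as absorbance at 600 nm, normalized to DMSO and equimolar FeCl3 plus clioquinol controls.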
D3 ag: agonists of human D3 dopamine receptor; P35462; D3R DiscoveRx beta-arrestin cells, luminescence, 90 min; max activation, %; 0.58% of 410,000 active; in the data active means max activation above about 30%; further: 0% is about no effect; mostly tested at two doses, the higher about 12 µM
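Agonist-mode cell screen: cells plated at 1500/well and incubated overnight at 37 °C, then exposed to library compounds for 90 min at 37 °C. Detection reagent was added for 30–60 min at room temperature, and luminescence was read.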
FUS suppressor: rescues growth of FUS-expressing yeast. S. cerevisiae FUS-expressing, growth rescue, OD600, 24 h. Potency, µM (titrated, usually from 76.6 µM), inactives show at the highest dose growth rescue (activation), hits mostly activators. 0.24% of 390,000 active. AID 1347120;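 further: potency means the concentration at half of the fitted maximal effect; plate controls were DMSO vehicle for no effect and reference control for full effect; nearly all actives have a fitted effect of over 55% in size; some results filed as inactive show a strong effect at the top dose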
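Yeast expressing FUS under galactose induction, OD 0.005 in 2% galactose medium; compounds in a dilution series, 24 h at 30C. Growth rescue by absorbance at 600 nm; CP55940 positive control, DMSO negative.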
D3 antag: blocks the human D3 dopamine receptor; P35462; max response, negative = inhibition, %; AID 652054; 2.5% of 360,000 active; D3R cells, DiscoveRx beta-arrestin luminescence, antagonist mode; active compounds read low; in the data active means max response below about -50%; inconclusive means no clear call, values can overlap the other calls; further: on the % scale 0 is the no-effect control and ±100 the full control effect; mostly tested at two doses, the higher about 12 µM
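Cells plated overnight at 1500 cells/well, then exposed to library compounds with dopamine controls for 90 minutes at 37 degrees C. DiscoveRx reagent added for 30–60 minutes at room temperature; luminescence read, quantitative HTS format.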
* hit, by the source's call; ? = inconclusive; . = not tested or not shown; [ ] = another dose, or the depositor's remark. Unless noted, the call rests on the fitted dose curve; in most records, active means well fitted curve in the direction sought with a large enough effect; inconclusive means small, poorly fitted or top-dose-only effect, or another doubt; inactive means no such curve, though single readings can be large; an effect the other way counts as inactive or inconclusive. These rows are one share of the data; count on the stated rates, not on these rows.

SMILES	aSyn rescue	EPAC2 antag	EPAC2 ag	TDP43 rescue	Abeta yeast res	D3 ag	FUS suppressor	D3 antag
COc1ccc(CCNC(=O)c2ccc(-c3cccc([N+](=O)[O-])c3)o2)cc1OC	-3%	12%	13%	-1%	-10%	-1	44%	11
CSc1oc(-c2cccs2)nc1S(=O)(=O)c1ccccc1	1%	-22%	17%	1%	10%	0	-4%	4
COCCN1C(=O)N(c2ccccc2)C(=O)C1CC(=O)Nc1cc(OC)cc(OC)c1 (stereo unspecified)	2%	-3%	12%	9%	-6%	6	0%	-7
CCC1(C)Cc2c(sc3c2c2ncnn2c2nnc(SCC(=O)NCc4ccco4)n32)CO1 (stereo unspecified)	4%	-3%	6%	14%	15%	0	-2%	22
Cc1cc(/C=N/NC(=O)Cn2c3ccccc3c(=O)c3ccccc32)c(C)n1-c1ccc(Cl)cc1	-2%	8%	8%	-15%	-11%	-17	49%	-21
CCC(CC)COC(=O)C(C#N)c1nc2ccccc2nc1N1CCN(CC)CC1 (stereo unspecified)	-12%	-4%	17%	-22%	-1%	-24	?	?
COc1cccc(Cc2nc3ccccc3nc2SCC(=O)N2CCN(c3ccccc3)CC2)c1	.	.	.	19%	-2%	10	34%	.
O=C(COC(=O)c1ccc(O)cc1O)NC(=O)c1ccccc1	11%	6%	-3%	-20%	3%	0	-15%	5
CCOc1ccc(C2C(C(=O)c3ccc(C)o3)=C(O)C(=O)N2c2nc(C)c(C(=O)OC)s2)cc1 (stereo unspecified)	1%	27%	-20%	13%	-23%	7	18%	2
CCn1cc(CN2CCC(n3nccc3NC(=O)CCCc3ccccc3)CC2)cn1	-1%	5%	0%	4%	3%	-24	-14%	?
Cc1ccc(C)c(OCC(=O)Nc2nonc2NC(=O)COc2cc(C)ccc2C)c1	-1%	13%	-2%	17%	-6%	-2	61%	26
O=C1CS/C(=N\NC(=O)c2ccccc2)N1	-1%	-4%	11%	-23%	0%	-12	9%	-5
CC(=O)Nc1ccc(N2CCN(C(=O)c3cccs3)CC2)cc1	-4%	4%	1%	11%	13%	2	5%	1
CCCCC(=O)Nc1c2c(nn1-c1ccc(C)cc1)CS(=O)(=O)C2	7%	5%	-8%	-5%	-5%	-3	-3%	11
CCC1C(O)=C(c2ccccn2)C(=N)N1c1ccccc1 (stereo unspecified)	0%	-6%	9%	3%	7%	10	10%	-8
CCCC(c1nnnn1Cc1ccco1)N1CCC(C(N)=O)CC1 (stereo unspecified)	-1%	-2%	7%	0%	4%	-1	13%	-4
NC1=C(c2ccc(F)cc2)C(=O)CS1	1%	2%	0%[15.6 µM]	-10%	17%	4	-1%	22
CCNC(=O)CC1C(=O)N(CC)C(=S)N1NC(=O)c1ccccc1 (stereo unspecified)	-5%	3%	2%	-9%	9%	4	7%	8
O=S(=O)(Nc1ccc(-c2nnc(SCc3ccc(Cl)cc3)o2)cc1)c1ccccc1	3%	-14%	15%	-14%	7%	-2	.	9
CC(C)C12CN3CC(C(C)C)(CN(C1)C3c1ccc([N+](=O)[O-])o1)C2=O (stereo unspecified)	-6%	-5%	1%	2%	-5%	-5	10%	-2
CC(C)NC(=O)N(C)C[C@H]1Oc2ncc(Br)cc2C(=O)N([C@H](C)CO)C[C@@H]1C	-3%	10%	7%	23%	-5%	0	0%	-12
O=C(CCc1ccccn1)N1CCCC(N2CCN(c3cccc(C(F)(F)F)c3)CC2)C1 (stereo unspecified)	1%	14%	0%	-1%	-7%	-12	9%	23
O=C(N/N=C/c1cc(Br)cs1)c1c[nH]c2ccccc12	-5%	10%	25%	3%	3%	-17	-4%	?
Cc1ccc(S(=O)(=O)N(C)c2ccc(OC(=O)c3ccc(N4CCCC4=O)cc3)cc2)cc1	-1%	-5%	-2%	-4%	2%	-3	-13%	0
Cc1ccc(S(=O)(=O)NC(=O)C2(C)CCN2C(=O)CCc2ccc(Cl)cc2Cl)cc1 (stereo unspecified)	-12%	5%	9%	?	-9%	-8	31%	?
CC(C)CNS(=O)(=O)c1ccc(CCC(=O)Nc2ccc3c(c2)OCO3)cc1	-1%	-10%	2%	1%	-7%	1	2%	-6
CN1C(=O)c2ccccc2Sc2ccc(NC(=O)NC3CC3)cc21	2%	-4%	-6%	-1%	6%	5	4%	?
COCCn1c(-c2ccc(C#N)cc2)nc2c1c(=O)[nH]c(=O)n2Cc1ccccc1	3%	10%	2%	-12%[0.397 µM]	1%	8	41%	23
CS(=O)(=O)N(CCC#N)Cc1ccco1	-1%	8%	8%	-4%	-7%	2	-2%	13
O=C(NCCc1ccccc1)C1CCN(S(=O)(=O)N2CCC3(CC2)OCCO3)CC1	4%	9%	4%	-15%	14%	19	23%	-19
COc1ccc(NC(=O)CCCN2C(=O)COc3ccc(C)cc32)cc1OC	.	.	.	-3%	-16%	0	-1%	.
CCN(CC(=O)NC)S(=O)(=O)c1ccc(Br)cc1	2%	7%	1%	10%	11%	3	-23%	43
Nc1cc(=O)nc(SCC(=O)Nc2cccc3ccccc23)n1CCc1ccccc1	-11%	19%	6%	-9%	-3%	-3	?	-1
Cc1ccc(S(=O)(=O)NC(CC(C)C)C(=O)N2CCC(C)CC2)cc1 (stereo unspecified)	4%	-13%	-6%	-6%	-22%	2	17%	26
Cc1cc(NC(=O)c2cc(-c3ccccn3)nc3c(Cl)cccc23)no1	-4%	6%	-11%	18%	9%	-8	.	-14
O=C(COc1ncnc2cc([N+](=O)[O-])ccc12)NC1CCCCC1	1%	3%	-7%	-32%	-15%	-7	20%	-6
Cc1ccnc2nc(C(=O)OCC(=O)N(C)C3CCCCC3)nn12	-2%	4%	11%	2%	-1%	-10	-10%	0
CCC(C)c1ccccc1NC(=O)C(C)OC(=O)c1ccco1 (stereo unspecified)	-3%	-1%	-8%	-7%	10%	1	0%	18
O=C1CCCC2=C1C(c1cccs1)n1nc(SCc3ccccc3)nc1N2 (stereo unspecified)	1%	-1%	15%	-15%	10%	2	17%	21
Brc1ccc(/C=N/Nc2ccccn2)cc1	2%	11%	5%	-8%[0.397 µM]	8%	-9	-4%	11
COCCNC(=O)CN(C(=O)CCC(=O)Nc1ccccn1)c1ccccc1OC	-2%	6%	-1%	10%	-7%	4	14%	-16
COc1ccccc1CNC(=O)Cn1cc(Br)ccc1=O	-1%	5%	10%	1%	16%	10	-2%	12
O=C1Nc2ccc3c(c2C1=Cc1cc2c(cc1Br)OCO2)OCO3	7%	-6%	6%	19%	7%	-1	.	-28
COc1ccc(S(=O)(=O)c2cnc3ccc(Cl)cc3c2N2CCCCC2C)cc1 (stereo unspecified)	.	.	.	22%	14%	-16	44%	.
N#Cc1c(-c2cccnc2)c2c([nH]c1=O)-c1ccccc1OC2	3%	1%	8%	1%	19%	5	7%	16

Nothing new here: entries from further up.
SMILES	aSyn rescue	EPAC2 antag	EPAC2 ag	TDP43 rescue	Abeta yeast res	D3 ag	FUS suppressor	D3 antag
COc1ccc(CCNC(=O)c2ccc(-c3cccc([N+](=O)[O-])c3)o2)cc1OC	-3%	12%	13%	-1%	-10%	-1	44%	11
CSc1oc(-c2cccs2)nc1S(=O)(=O)c1ccccc1	1%	-22%	17%	1%	10%	0	-4%	4
COCCN1C(=O)N(c2ccccc2)C(=O)C1CC(=O)Nc1cc(OC)cc(OC)c1 (stereo unspecified)	2%	-3%	12%	9%	-6%	6	0%	-7

Next section
SMILES	aSyn rescue	EPAC2 antag	EPAC2 ag	TDP43 rescue	Abeta yeast res	D3 ag	FUS suppressor	D3 antag
COc1ccc(NC(=O)N2CCCC(C(=O)NC(C)C)C2)cc1 (stereo unspecified)	-3%	0%	-5%	8%	-2%	2	-11%	17
Cc1ccc2cccnc2c1NC(=S)NC(=O)c1ccccc1	-20%	18%	-1%	25%	-6%	-26	33%	?
O=c1[nH]c(-c2ccccn2)nc2ccccc12	1%	-22%[57.1 µM]	7%	-5%	?	-9	-18%	-74*
COC(=O)CC1=C(C)C(=O)CC2C(C)(C)CCCC12C (stereo unspecified)	1%	-5%	12%	1%	2%	-12	3%	-13
CCSc1ccccc1C(=O)N1CCN(c2ccccc2F)CC1	-1%	-3%	-3%	27%	?	7	16%	19
O=C(Nc1cccc(Oc2ccc(C(=O)O)c(C(=O)O)c2)c1)c1ccc(-c2ccccc2)cc1	6%	-5%	0%	?	2%	2	13%	3
COc1ccc([C@H]2CC(=O)C=C(c3ccc4c(c3)sc3ccccc34)C2)cc1	0%	6%	-1%	15%	-2%	-5	-14%	-25
c1ccc(C2Nc3ccccc3-c3nc4ccccc4n32)cc1 (stereo unspecified)	-22%	-10%	7%	?	-35%[inhibitor]	-6	21%	7
COc1ccc(NS(=O)(=O)c2cc(-c3nnnn3C)ccc2OC)cc1	-4%	6%	-4%	-2%	-5%	5	6%	3
O=C(/C=C/c1ccco1)N1CCN(c2ccccc2)CC1	11%	-4%	-10%	8%	3%	6	11%	1
O=C(OCc1ccccc1)N1CCC2CC1c1ccc(N3CCOCC3)cc12 (stereo unspecified)	0%	0%	?	27%	-8%	2	25%	-9
COc1ccc(C(=O)NCCc2nnc3ccc(SCC(=O)N4CCOCC4)nn23)cc1	0%	-3%	5%	10%	9%	4	7%	12
CC(C)(C)OC(=O)N1CCC(c2c(C(=O)NCCCN3CCc4ccccc4C3)cnn2-c2ccccc2)CC1	.	.	.	-4%	-1%	-26	22%	.
